# APOBEC3G inh = APOBEC3G DNA deaminase inhibitors, primary screen, biochemical, fluorescence, single-stranded DNA substrate, uHTS. inhibition, % at 20 µM. actives 0.28% (n = 330,000). AID 493012, 2011. recombinant A3G, ssDNA deamination FAM/TAMRA fluorescence. DNA dC->dU-editing enzyme APOBEC-3G (Homo sapiens), Q9HC16;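 active means inhibition of at least 40% at 20 µM, with no more than 30% in the related APOBEC3A deaminase screen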;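 further: plate controls were DMSO wells with A3G for no effect and wells lacking A3G enzyme for full effect; some compounds called inactive have numbers as strong as hits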
# Apaf-1 inh = inhibitors of human Apaf-1 apoptosome, primary screen, biochemical, DEVD-Rh110 fluorescence, uHTS | actives 0.71% (n = 330,000) | inhibition, % at 20 µM | Apoptotic protease-activating factor 1 (Homo sapiens), O14727 | AID 489030, 2010 | reconstituted apoptosome caspase-3 activity; active means inhibition of at least 40% at 20 µM;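 further: plate controls were DMSO wells for no effect and DEVD-CHO caspase inhibitor wells for full effect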
#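 Material: biochemical Apaf-1 apoptosome reconstitution. Medium: Hepes buffer, pH 7.5. Also added: cytochrome c activation, bis-DEVD rhodamine 110 substrate. Timing: 30 min compound preincubation, 50 min activation, room temperature. Measured by: rhodamine 110 fluorescence at Ex 480/Em 540 nm.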
# UBC13 inh = UBC13 polyubiquitin chain formation inhibitors, primary screen, biochemical, TR-FRET, uHTS; actives 0.47% (n = 330,000); inhibition, % at 20 µM; Ubiquitin-conjugating enzyme E2 N (Homo sapiens), P61088; in the data active means inhibition above about 45%, passing the limit was not always enough
# Target sequence (P61088 whole entry, looked up): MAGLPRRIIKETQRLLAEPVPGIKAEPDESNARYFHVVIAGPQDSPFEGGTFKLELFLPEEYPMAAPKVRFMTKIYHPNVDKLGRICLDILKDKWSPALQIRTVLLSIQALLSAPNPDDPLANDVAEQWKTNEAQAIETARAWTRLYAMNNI
# SENP7 inh = SENP7 protease inhibitors, primary screen, biochemical, luminescence, uHTS. Sentrin-specific protease 7 (Homo sapiens), Q9BQF6. recombinant SENP7, Z-RLRGG-aminoluciferin luminescence, 40 min. inhibition, % at 5 µM. actives 1.5% (n = 330,000). AID 434973, 2010;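 active means inhibition above about 50% at the single test dose, limit read from the data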;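 further: plate controls were DMSO with enzyme for no effect and no enzyme buffer wells for full effect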
# Target sequence (Q9BQF6 706-1050 limits assumed): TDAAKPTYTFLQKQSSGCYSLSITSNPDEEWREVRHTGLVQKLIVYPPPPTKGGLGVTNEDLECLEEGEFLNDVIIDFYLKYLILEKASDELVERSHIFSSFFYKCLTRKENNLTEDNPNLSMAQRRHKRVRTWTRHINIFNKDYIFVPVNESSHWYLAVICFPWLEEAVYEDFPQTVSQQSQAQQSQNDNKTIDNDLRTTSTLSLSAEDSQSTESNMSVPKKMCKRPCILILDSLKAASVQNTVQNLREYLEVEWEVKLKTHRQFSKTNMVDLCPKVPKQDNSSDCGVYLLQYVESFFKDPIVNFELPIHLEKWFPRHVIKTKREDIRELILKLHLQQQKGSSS
# SENP6 block = SENP6 protease inhibitors, primary screen, biochemical, luminescence, uHTS. Recombinant SENP6 catalytic domain, aminoluciferin luminescence. inhibition, % at 10 µM. actives 1.8% (n = 330,000). AID 2599, 2010;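 active means inhibition above about 50% at the single tested dose, limit read from the data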;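 further: plate controls were DMSO wells with enzyme for no effect and DMSO wells lacking enzyme for full effect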
# SENP8 block-1 = SENP8 protease inhibitors, primary screen, biochemical, luminescence. purified SENP8, Z-RLRGG-aminoluciferin cleavage. AID 2540, 2010. inhibition, % at 10 µM. actives 1.2% (n = 330,000); in the data active means inhibition above about 50%
# Target sequence (Q96LD8 whole entry, looked up): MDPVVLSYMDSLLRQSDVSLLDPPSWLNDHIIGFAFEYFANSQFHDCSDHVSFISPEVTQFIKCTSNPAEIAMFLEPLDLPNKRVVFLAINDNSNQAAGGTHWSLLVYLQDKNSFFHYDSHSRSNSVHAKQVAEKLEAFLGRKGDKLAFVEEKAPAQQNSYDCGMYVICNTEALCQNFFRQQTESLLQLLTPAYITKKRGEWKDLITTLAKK
# SENP8 block-2 = human SENP8 protease inhibitors, primary screen, biochemical, fluorescence, Nedd8 protein substrate, uHTS. actives 0.64% (n = 360,000). recombinant SENP8. Sentrin-specific protease 8 (Homo sapiens), Q96LD8. inhibition, % at 20 µM. AID 602440, 2012; in the data active means inhibition mostly above about 40%, no sharp cut-off; inactive means mostly below about 27%
# SENP1 inh = human SENP1 catalytic domain inhibitors, primary screen, biochemical, FRET, uHTS | Sentrin-specific protease 1 (Homo sapiens), Q9P0U3 | recombinant SENP1 catalytic domain, CyPet-SUMO1-YPet FRET cleavage | inhibition, % at 10 µM | actives 0.21% (n = 360,000);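 active means inhibition at least 30% at 10 µM, raw YFP signal under a set limit, fluorescence ratio 0.5 to 1.5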;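 further: 0% = enzyme with DMSO and 100% = no enzyme wells; some results filed as inactive read as strong as hits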
# Target sequence (Q9P0U3 419-644 limits assumed): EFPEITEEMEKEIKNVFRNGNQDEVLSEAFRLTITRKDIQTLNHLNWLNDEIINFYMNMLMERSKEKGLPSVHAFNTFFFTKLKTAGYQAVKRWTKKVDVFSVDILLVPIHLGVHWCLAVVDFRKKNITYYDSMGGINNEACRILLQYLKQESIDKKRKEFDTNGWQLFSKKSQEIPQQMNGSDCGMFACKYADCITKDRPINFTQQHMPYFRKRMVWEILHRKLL
#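 Compound: 10 µM single point, 0.5% DMSO; Test system: hSENP1 catalytic domain, recombinant; Timing: 50 min reaction at room temperature; Technique: FRET, CFP and YFP emission; Control set: no-enzyme wells low, DMSO-plus-enzyme wells high control.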
# * hit, by the source's call; . = no result given.
SMILES,APOBEC3G inh,Apaf-1 inh,UBC13 inh,SENP7 inh,SENP6 block,SENP8 block-1,SENP8 block-2,SENP1 inh
Cc1ccc(/C=C2/C(=O)NC(=O)N(CCc3ccc(F)cc3)C2=O)o1,-5,9,-13,7,13,4,-12,-6
CCN(CC)c1ccc(N=Cc2c(O)n(CCC3=CCCCC3)c(=O)[nH]c2=O)cc1,-6,4,-9,7,-9,-9,-6,-28
O=[N+]([O-])c1cccc2c([N+](=O)[O-])cccc12,-10,-2,-20,-8,-17,-4,3,1
Cc1ccc(-c2nn(Cc3ccccc3)cc2C=O)cc1,-2,14,1,4,5,-6,14,0
Cc1cc(NC(=O)CCl)on1,-3,-4,0,-2,5,2,9,-1
CC(NS(=O)(=O)OCC(Cl)(Cl)Cl)c1ccccc1 (centres undefined),-5,9,-11,2,-14,-10,11,2
COC(=O)C1=C(c2c(C)noc2C)C[C@@H]2CC[C@H]1N2C(=O)N1CCOCC1,-1,0,2,13,7,3,9,1
Cc1ccnc(-n2c(C)nc3ccccc3c2=O)c1,-5,-3,-16,-10,-17,-6,23,0
CC1COC2N=C(N[N+](=O)[O-])NC2O1 (centres undefined),-8,-4,-4,-7,-7,-12,11,1
CC1(C)CC(=O)C(C=NCCN2CCN(C(=O)Cc3ccc(Cl)cc3)CC2)=C(O)C1,-6,2,1,1,-4,-5,10,-1
CC1(C)C(c2ccccc2)=NC(c2cccnc2)N1O (centres undefined),1,19,-6,0,0,0,11,1
CN1CC=C(/C=C/c2ccc(-c3ccccc3)cc2)CC1,-3,23,15,81*,86*,76*,.,.
CCCCn1c(O)c(C(CC)=Nc2cccc(C(=O)O)c2)c(=O)[nH]c1=O,-5,0,11,8,-4,-1,-70,-6
O=c1cccc2n1CC1CC2CN(CC(O)CN2CC3CC(C2)c2cccc(=O)n2C3)C1 (centres undefined),-10,2,-8,-7,6,-11,16,-1
O=[N+]([O-])c1cccc(CN2CC=C(c3ccc(F)cc3)CC2)c1,-5,10,7,-6,1,-5,18,2
CN1CCN(c2ccc(N)c(N3CCN(C)CC3)c2)CC1,-6,18,49*,15,-32,-8,51*,6
COC(=O)C1C(O)C(C)C(O)C(C)/C=C\C=C(/C)C(=O)Nc2c(C)c(OC(C)=O)c3c(c2O)C(=O)C(C)=C2OCOC(=C23)/C(C)=C/C(C)(O)C(O)C(C)C1O (centres undefined),-2,16,-26,-2,4,-3,19,-6
CCC(=O)N1CC(=O)Nc2ccc(Cl)cc2C1c1ccc(F)cc1 (centres undefined),-2,-3,9,-5,-6,6,24,-1
C#C[C@]1(O)CC[C@H]2[C@@H]3CCC4=Cc5nc6nc7ccccc7n6cc5C[C@]4(C)[C@H]3CC[C@@]21C,-6,18,-19,1,-2,7,-401,-32
CCC(C)C(NC(=O)CCCNC(=O)CCC(=O)OC1O[C@H]2OC3(C)CC[C@H]4[C@H](C)CCC(C1C)C24OO3)C(=O)O (some centres undefined),-9,1,1,2,1,5,13,0
C/C(=N\NC(=S)Nc1ccccc1)c1c(O)n(C)c(=O)n(C)c1=O,6,-1,1,6,27,27,-36,-3
Cc1ccc(S(=O)(=O)N2CC2(C)CCl)cc1 (centres undefined),-5,-21,7,4,27,4,23,2
O=C1NC(=O)N(c2ccc(F)cc2)C(=O)/C1=C/c1ccc(N2CCOCC2)cc1,-7,-18,1,4,-4,2,1,-7
O=C(CCCN1CCC(n2c(=O)[nH]c3ccccc32)CC1)c1ccc(F)cc1,-8,-4,2,4,-10,6,9,1
CCCn1ncc(CN2CCCC(C(=O)c3cccc(OC)c3)C2)c1C (centres undefined),0,-2,3,5,-14,4,-3,1
CC(=O)NC(Cc1ccc(N(CCCl)CCCl)cc1)C(=O)NCC(=O)NCC(=O)O (centres undefined),-5,-3,-2,-3,-11,-9,-23,-7
Cc1cc(OC(=O)N(C)C)nc2c1c(C)nn2C,1,-24,1,0,1,5,14,-2
CCCCn1c(O)c(C(CC)=NCc2cccnc2)c(=O)[nH]c1=O,-5,-7,2,-5,11,-3,18,0
N#CC(Br)Br,-4,3,4,9,-11,15,5,2
CC1CN2c3ccc([N+](=O)[O-])cc3CC3(C(=O)N(C)C(=O)N(C)C3=O)C2C(C)O1 (centres undefined),-2,-7,-20,-6,-3,-9,15,-4
Cn1c(=O)n(CC(=O)N2CCC3(CC2)OCCO3)c(=O)c2ccccc21,-4,-3,4,-7,0,6,-32,-2
CC(C)CC(NC(=O)CCCNC(=O)CCC(=O)OC1O[C@H]2OC3(C)CC[C@H]4[C@H](C)CCC(C1C)C24OO3)C(=O)O (some centres undefined),-3,7,-1,3,-1,1,4,2
CCc1ccc(NC(=O)CCNC(=O)N2C[C@H]3C[C@@H](C2)c2cccc(=O)n2C3)cc1,-8,9,7,-15,-20,-9,-8,2
Cc1nc(SCc2c(Cl)cccc2Cl)nc(OC(=O)N(C)C)c1C,-6,10,-3,-5,-26,-9,5,2
O=C(O)c1nonc1-c1nonc1C(=O)O,-2,-29,-6,1,-12,-5,14,1
Cc1ccc(-c2ccc(=O)n(CC(=O)N3CCC4(CC3)OCCO4)n2)cc1,-4,-16,18,3,0,-1,6,1

# Just SENP8 block-1, for some of the entries so far:
Structure	SENP8 block-1
CCCCn1c(O)c(C(CC)=NCc2cccnc2)c(=O)[nH]c1=O	-3
N#CC(Br)Br	15

# (list continues)
SMILES,APOBEC3G inh,Apaf-1 inh,UBC13 inh,SENP7 inh,SENP6 block,SENP8 block-1,SENP8 block-2,SENP1 inh
O=C(Nc1ccc(F)cc1F)c1cccnc1Oc1cccc(C(F)(F)F)c1,-3,-3,14,2,-8,8,12,-1
O=C(CN1CCCCC1)c1ccc(OC(F)F)cc1,-2,1,-7,2,-10,1,11,0
Cc1cc(C)cc(N2C(=O)NC(=O)/C(=C\c3cccn3-c3ccccc3)C2=O)c1,1,3,-4,2,-1,3,31,-1
CNS(=O)(=O)c1ccc(-c2ccc(C=C3C(=O)NC(=O)NC3=O)o2)cc1,11,8,-48,9,-8,-6,-4,1
Cc1cc(/C=C2\C(=O)NC(=O)N(C)C2=O)c(C)n1-c1ccc2c(c1)OCO2,3,15,-22,-7,-10,-12,5,35*
CC1(O)CCN2C(=O)CCc3cccc1c32 (centres undefined),-8,20,-8,-2,0,-3,11,20
O=C1N(c2nncs2)CCN1[N+](=O)[O-],-2,1,5,2,-4,-3,13,1
COc1ccc(OCC(=O)N2CCN(C(C)C)CC2)cc1,-8,-9,1,-4,-7,-4,-4,-4
COC(=O)C1=C(c2ccccc2)C[C@@H]2CC[C@H]1N2C(=O)N1CCCCC1,-1,2,-4,-3,-1,3,9,1
COc1nc2ccccc2c(=O)n1-c1ccc(Cl)cc1,-3,-2,4,-1,8,2,1,1
CCn1nc(-c2ccccc2)nc2c(=O)n(C)c(=O)nc1-2,-7,98*,-169,96*,89*,92*,17,-2
O=C1Nc2cc(C(=O)N3CCC4(CC3)OCCO4)ccc2S/C1=C\c1ccccc1,2,22,4,2,3,1,-17,-4
O=S(=O)(c1ccc(F)cc1)N1CCCC1c1cccnc1 (centres undefined),-6,-28,0,-1,4,6,2,-2
NCCc1ccc(OCc2ccccc2)c(OCc2ccccc2)c1,-5,46*,60*,-9,-15,-19,18,1
C#CCN(C)[C@H](C)Cc1ccccc1,-5,-1,-15,-6,-2,-6,11,3
O=C1CN(O)C(c2ccccc2)=c2cc(Cl)ccc2=N1,13,7,-4,-2,12,7,5,3
C/C(=N\N1CCCCCC1)c1c(O)n(C)c(=O)n(C)c1=O,-9,-12,5,-4,3,-5,.,.
C/C(=N\Nc1ccccc1)c1c(O)[nH]c(=O)[nH]c1=O,0,-14,-6,3,-11,-5,8,4
Cc1nn(Cc2ccc(Cl)cc2Cl)c(Cl)c1C(=O)NC1CCCc2ccccc21 (centres undefined),-10,5,10,-3,-14,-6,-3,-2
C/C=C/CC#N,-12,-4,-2,-14,-9,-9,2,1
COC(=O)C1=C(c2ccc(S(C)(=O)=O)cc2)C[C@@H]2CC[C@H]1N2C(=O)NCc1ccco1,-3,0,0,-6,-4,-2,0,2
Cc1ccccc1CCNCc1ccc(Br)cc1,-4,1,12,-4,-8,-2,25,2
CNC(=O)N(C)c1ccc(C(O)(C(=O)OC)C(F)(F)F)cc1 (centres undefined),-10,-8,6,4,-6,-1,19,1
COC(=O)C1=C(c2ccc(OC)c(OC)c2)C[C@@H]2CC[C@H]1N2C(=O)N1CCCCC1,-6,21,-5,-2,-10,-13,18,2
CN1CCC23c4c5ccc(O)c4O[C@@H]2[C@H](O)C=CC3C1C5 (some centres undefined),2,-1,8,5,-20,-8,-4,-2
COC(=O)C1=C(c2ccc(OCc3ccccc3)cc2)C[C@@H]2CC[C@H]1N2C(=O)NCc1cccc(OC)c1,-2,20,11,1,-4,-4,14,3
Cc1ccccc1-n1c(C)nc2ccccc2c1=O,-6,-10,9,-1,8,12,-1,0
Cc1cc(OC(=O)CCNC(=O)OC(C)(C)C)c2c3c(c(=O)oc2c1)CCC3,-1,14,12,-3,6,-7,-15,-13
COc1ccccc1OCCCn1cc(C=O)c2ccccc21,-5,0,19,-4,5,14,16,2
COC(=O)C1=C(c2cccc(OCc3ccccc3)c2)C[C@@H]2CC[C@H]1N2C(=O)NCc1ccc(OC)cc1,-5,15,-4,7,2,0,20,-1
O=C(c1ccco1)c1cn(Cc2ccc(Cl)cc2)c2ccccc12,-6,9,26,-2,2,-3,-70,-2
CCOP(=O)(OCC)C1(O)C(=O)Nc2ccc(Br)cc21 (centres undefined),-8,-5,13,-1,-10,-10,-13,1
O=C(O)C1C(C(=O)O)C2(Cl)C(Cl)=C(Cl)C1(Cl)C2(Cl)Cl (centres undefined),1,-2,1,-1,-13,-2,-5,2
COc1ccc(OCC(=O)N2CCN(C/C=C/c3ccccc3)CC2)cc1,-6,11,3,7,-19,-1,29,2
CN1C(=O)C(=Cc2ccc(OCC(=O)Nc3ccccc3)cc2)C(=O)N(C)C1=O,-5,7,11,-11,-8,-18,15,1
CSc1ncc(CN2CCCC(C(=O)c3cccc(Cl)c3)C2)cn1 (centres undefined),-5,1,-4,-10,-33,-11,11,1
CCCC(=O)c1c(O)[nH]c(=O)[nH]c1=O,0,-15,6,4,3,5,3,2

# 5 compounds picked at random from those above:
SMILES,APOBEC3G inh,Apaf-1 inh,UBC13 inh,SENP7 inh,SENP6 block,SENP8 block-1,SENP8 block-2,SENP1 inh
COc1ccc(OCC(=O)N2CCN(C/C=C/c3ccccc3)CC2)cc1,-6,11,3,7,-19,-1,29,2
COC(=O)C1=C(c2cccc(OCc3ccccc3)c2)C[C@@H]2CC[C@H]1N2C(=O)NCc1ccc(OC)cc1,-5,15,-4,7,2,0,20,-1
O=C(c1ccco1)c1cn(Cc2ccc(Cl)cc2)c2ccccc12,-6,9,26,-2,2,-3,-70,-2
Cc1ccccc1-n1c(C)nc2ccccc2c1=O,-6,-10,9,-1,8,12,-1,0
CN1C(=O)C(=Cc2ccc(OCC(=O)Nc3ccccc3)cc2)C(=O)N(C)C1=O,-5,7,11,-11,-8,-18,15,1

# Screening results as filed in PubChem.

# A portion of the library; the hit share may differ from the screen's.
